# Compound activity as filed in PubChem.
# VLA-4 inh = inhibition in a human VLA-4 binding assay; VLA-4 expressing cells, ligand binding flow cytometry; P13612; inhibition, % (about 7 µM as worked out from the volumes in the protocol); 0.2% of 330,000 active; in the data active = inhibition above about 50%
# PP5 primary = blocks human protein phosphatase 5 activity | purified PP5c, OMFP substrate fluorescence | AID 1987 | P53041 | 0.18% of 320,000 active | inhibition, % at 6.7 µM;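 active = inhibition above the campaign's mean inhibition across all tested compounds plus 3 SD, cut at about 9.5% in these data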;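 note: 0% = DMSO only and 100% = 100 µM cantharidin control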
# Target sequence (P53041 whole entry, looked up): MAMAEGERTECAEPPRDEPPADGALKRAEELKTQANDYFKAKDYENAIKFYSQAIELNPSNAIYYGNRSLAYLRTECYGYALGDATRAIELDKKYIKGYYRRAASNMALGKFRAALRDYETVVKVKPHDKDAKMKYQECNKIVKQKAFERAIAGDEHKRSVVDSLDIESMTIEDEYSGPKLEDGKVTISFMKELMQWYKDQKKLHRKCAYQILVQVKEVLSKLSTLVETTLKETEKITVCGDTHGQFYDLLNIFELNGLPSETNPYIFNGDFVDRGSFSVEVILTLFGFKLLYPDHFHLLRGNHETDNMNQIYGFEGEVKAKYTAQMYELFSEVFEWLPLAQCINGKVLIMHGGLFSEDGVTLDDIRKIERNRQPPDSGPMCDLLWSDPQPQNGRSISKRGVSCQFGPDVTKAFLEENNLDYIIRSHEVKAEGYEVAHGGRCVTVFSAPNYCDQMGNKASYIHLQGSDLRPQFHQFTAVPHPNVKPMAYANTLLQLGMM
# GASC-1 inh = blocks human GASC-1 demethylase activity; inhibition, % at 2.35 µM; GST-JMJD2C(1-420) H3K9me3 demethylation, DELFIA europium; AID 2099; 0.069% of 330,000 active;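 active = more than half of a compound's replicate wells show inhibition beyond 50%, single wells judged on their own value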;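 note: signal counts dimethyl H3K9 product captured on neutravidin plate; 0% = median of DMSO wells and 100% = 0.3 times that DMSO median; strong numbers were not always called active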
# procasp3 activ = activates human procaspase-3; recombinant procaspase-3 D3A, Ac-DEVD-pNA absorbance 405 nm; activation, % at 8.5 µM; 0.11% of 330,000 active;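 active = activation above the mean of all tested compounds plus 3 SD, cut at about 21% in these data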;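 note: 0% = DMSO alone and 100% = DMSO wells spiked with extra 5 µM PC-3 D3A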
# Target sequence (P42574 whole entry D9A/D28A/D175A): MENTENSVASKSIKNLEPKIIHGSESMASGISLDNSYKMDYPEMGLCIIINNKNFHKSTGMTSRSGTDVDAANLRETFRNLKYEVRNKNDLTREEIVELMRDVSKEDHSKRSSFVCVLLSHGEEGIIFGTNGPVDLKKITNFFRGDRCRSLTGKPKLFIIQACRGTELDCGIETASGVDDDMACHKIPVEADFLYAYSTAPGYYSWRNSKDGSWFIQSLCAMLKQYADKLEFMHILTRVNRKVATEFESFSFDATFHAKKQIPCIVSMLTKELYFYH
#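 System: Procaspase-3 D3A mutant. Medium: Zinc-free 300 mM NaCl, 50 mM HEPES, 0.01% Triton X-100. Schedule: 1 h preincubation plus 2 h reaction at 25 °C. Measured by: 405 nm absorbance of p-nitroaniline, reads at 0 and 120 min. Read-out: percent activation relative to control range.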
# Fh CTSL1 inh = counter-screen for PFM18AAP inhibitors: inhibitors of F. hepatica cathepsin L1 | inhibition, % at 5.96 µM | AID 1906 | recombinant F. hepatica cathepsin L1, Z-Leu-Arg-MCA fluorescence | 0.49% of 300,000 active;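 active = inhibition above the mean of all tested compounds plus 3 SD, set per screening campaign, cut at about 17% in these data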;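 note: 0% = plate median of test compound wells and 100% = 1 µM Z-Phe-Ala-diazomethylketone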
# proCasp7 act = activates human procaspase-7, counter-screen for procaspase-3 activators | recombinant procaspase-7, Ac-DEVD-pNA absorbance 405 nm; D23A/D198A/D206A triple mutant, cannot self-cleave; scale: DMSO 0, 5 µM enzyme 100 | 0.093% of 330,000 active | activation, % at 8.5 µM | P55210 | AID 463210;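 active = percent activation above the screen-wide mean plus 3 SD, cut at about 25% in these data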
#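 Assay system: Uncleavable procaspase-7 mutant enzyme / Input: 2 µM procaspase-7 mutant as dispensed / Dosing: single nominal 8.5 µM compound dose, 0.8% DMSO final / Timing: 1 h enzyme–compound preincubation and 2 h substrate reaction, both 25 °C / Detection: p-Nitroaniline absorbance at 405 nm, read at 0 and 120 min / Replication: singlicate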
# GRK2 aptamer HTS = human GRK2 inhibition via aptamer displacement. P25098. bead flow cytometry, FAM-aptamer displacement from GRK2. inhibition of aptamer binding, % at 10 µM. 0.59% of 330,000 active. AID 488847;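 active = inhibition of aptamer binding above 40%, roughly 3 SD of noise, on plates passing a quality check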;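 note: median bead fluorescence of bound FAM aptamer so fluorescent compounds give negative values; no value below 0 was filed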
# HCV core dimer = HCV core protein dimerization inhibition; TR-FRET GST/Flag-core106 dimerization, 1536-well; inhibition, % at 5 µM; 0.33% of 300,000 active;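 active = inhibition above the mean of all tested compounds plus 3 SD, set per screening campaign, cut at about 45% in these data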
#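 Material: Tagged HCV core106 pair (GST and Flag) | Amount: GST-core106 13.5 nM, Flag-core106 17 nM | Medium: KF-containing HEPES buffer, pH 7.45, DTT, CHAPS, BSA | Reagent: Eu donor and XL665 acceptor anti-tag antibodies | Schedule: 4 h at 22.5 °C | Technique: Time-resolved FRET, ex 340 nm, em 617 and 671 nm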
# PP1 counter = PP1-alpha (human) inhibition in PP5 counter-screen; purified PP1alpha, OMFP fluorescence; inhibition, % at 6.7 µM; AID 2235; 0.9% of 320,000 active;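 active = inhibition above the mean inhibition of all tested compounds plus 3 SD, computed separately for each screening campaign, cut at about 15% in these data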
# Target sequence (P62136 whole entry, looked up): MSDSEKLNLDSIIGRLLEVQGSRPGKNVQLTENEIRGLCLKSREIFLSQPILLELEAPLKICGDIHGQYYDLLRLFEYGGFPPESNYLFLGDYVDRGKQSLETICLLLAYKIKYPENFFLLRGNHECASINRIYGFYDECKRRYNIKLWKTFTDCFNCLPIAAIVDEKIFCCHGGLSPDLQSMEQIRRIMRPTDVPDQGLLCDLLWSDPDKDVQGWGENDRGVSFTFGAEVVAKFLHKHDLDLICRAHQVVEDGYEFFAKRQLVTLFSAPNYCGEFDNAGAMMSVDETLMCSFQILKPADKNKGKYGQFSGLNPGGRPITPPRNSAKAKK
# * = called active by the depositor; · = no result given. Not a hit list. Share with any hit: about 2.6%.
SMILES,VLA-4 inh,PP5 primary,GASC-1 inh,procasp3 activ,Fh CTSL1 inh,proCasp7 act,GRK2 aptamer HTS,HCV core dimer,PP1 counter
COc1ccc(C)cc1NC(=O)CN1CCN(CC(=O)Nc2ccccc2F)CC1,7.6,-0.8,-10.6,3.9,-1.9,5.0,2.0,2.8,0.6
Cc1nn(Cc2ccc(Cl)cc2)c(C)c1NC(=O)c1c(-c2ccccc2)noc1C,7.4,-1.2,7.4,6.4,3.0,4.2,10.0,-0.2,-1.3
CN(Cc1cccc2cnccc12)C(=O)c1cc(COc2ccc(F)cc2Cl)on1,13.1,1.3,8.0,-6.1,0.4,2.9,3.0,2.6,2.6
CCCCc1nc(SCC(=O)N2CCCC2)c2c(=O)n(C)c(=O)n(C)c2n1,-0.2,-0.9,-5.0,1.9,4.4,1.1,0.0,12.7,-0.6
CCCCCN(C(=O)CCC(=O)OCCOc1ccccc1Cl)c1c(N)n(CCCC)c(=O)[nH]c1=O,-0.7,1.7,11.2,2.3,0.8,7.2,3.0,2.5,-5.7
CCOC(=O)C1=C(C)NC(C)=C(C(=O)OCC)C1c1ccccc1/C=C/C(=O)OC(C)(C)C,8.1,5.5,0.3,17.6,8.7,29.9*,4.0,2.5,7.1
Cc1ccc(CNC(=O)Cn2cccc2C(=O)c2ccccc2)cc1,-3.3,0.3,-5.5,3.2,5.8,-0.3,0.0,5.0,-5.5
C=CCn1c(CNS(=O)(=O)c2ccc(F)cc2)n[nH]c1=S,-16.4,2.7,46.6,-11.5,-6.1,-4.3,0.0,1.7,-9.2
N#CCCN(Cc1cccnc1)C(=O)Nc1cccc(Cl)c1,-8.2,2.2,17.1,2.8,-6.2,-4.1,1.0,0.8,0.8
O=C(NCCCN1CCOCC1)c1cc(C(=O)C2CC2)c[nH]1,-48.6,-0.8,-2.8,-0.8,-1.2,9.1,0.0,1.8,-4.8
CCOc1ccc(OCC)c(NC(=O)CSCCc2ccccn2)c1,1.8,-1.1,9.5,0.8,0.2,10.0,1.0,0.7,-0.4
COc1ccc(NC(=O)CC2SC(=Nc3ccccc3)NC2=O)c(OC)c1 (stereo not drawn),14.7,2.1,4.1,-2.6,-2.4,4.5,1.0,-0.2,-0.7
Nc1nc(NC(=O)Cc2ccccc2)nn1-c1ccccc1,0.0,-3.2,1.4,3.8,0.2,8.9,2.0,2.2,-3.2
COc1cccc(CCc2nnc(CCC(=O)NCCc3cccc(C)n3)o2)c1,-2.4,2.9,3.4,-1.5,-0.5,-4.3,0.0,-1.3,-1.5
COc1ccc(CNC(=O)C2CCCN2C(=O)NC2CCCCC2)cc1 (stereo not drawn),-5.2,2.1,-11.2,-7.2,-0.5,8.1,1.0,-1.4,4.4
CCN(CC(=O)NCc1cccs1)C(=O)CCCOc1ccccc1,7.9,-0.7,·,-0.5,·,4.9,0.0,·,-2.0
COC(=O)Cc1[nH]nc2c1C(c1cccc(OC)c1OC)C(C#N)=C(N)O2 (stereo not drawn),1.1,-1.6,2.7,-9.6,-0.1,-8.3,1.0,-4.9,-0.2
CC(=O)c1c(C)[nH]c(C(=O)Nc2ccccc2N2CCOCC2)c1C,4.8,-0.1,-3.2,7.8,1.2,6.5,1.0,5.6,-2.1
CC1CCCCC1NC(=O)c1cc(=O)[nH]c2ccccc12 (stereo not drawn),11.0,-2.5,-4.2,7.7,-4.8,6.3,0.0,-4.0,-1.5
Cc1nn(C)c(C(=O)N/N=C/c2ccncc2)c1Cl,-2.0,2.3,6.5,4.0,-1.4,-2.0,0.0,0.7,-2.4
N=C1C(c2nc3ccccc3s2)=C(O)CN1c1ccccc1,3.0,3.4,2.1,-4.7,-2.6,-4.3,0.0,7.4,-4.0
COc1ccccc1N(C(=O)CNC(=O)c1ccco1)C(C(=O)NC1CCCC1)c1ccncc1 (stereo not drawn),11.3,-0.6,0.6,2.5,-1.9,-7.1,2.0,-2.8,-4.3
COc1cccc(C(=O)Nc2nnc(-c3ccc(OC)cc3OC)s2)c1,-0.3,1.6,-1.4,-3.3,-2.6,2.5,0.0,24.1,-2.1
Cc1nn(CC(=O)N(C)C2(C#N)CCCCC2)c(C)c1[N+](=O)[O-],8.7,0.2,-6.5,5.8,·,8.5,1.0,·,-7.1
COC(=O)c1ccc(S(=O)(=O)N2CCCN(Cc3ccc(F)cc3)CC2)n1C,7.0,-0.8,11.5,10.8,2.4,7.2,0.0,3.6,-4.4
CC(=O)N/C(=C\c1ccc(F)cc1)C(=O)NC(Cc1c[nH]c2ccccc12)C(=O)O (stereo not drawn),13.9,1.8,7.6,7.5,-5.9,8.1,0.0,0.3,-0.7
Cc1c(C(=O)O)sc2nc3n(c(=O)c12)CCC3,4.6,1.1,3.4,7.5,-0.4,-14.2,6.0,1.4,-0.9
CN(Cc1cccs1)C(=O)Cn1cnc2cc([N+](=O)[O-])ccc2c1=O,-5.8,0.0,2.0,1.1,-3.6,10.7,0.0,0.3,-3.3
COc1ccccc1C(=O)Nc1ccccc1C(=O)N1C(C)CCCC1C (stereo not drawn),28.2,0.8,-1.8,-5.1,-0.7,6.8,0.0,-2.0,1.5
Cc1ccc(NC(=O)CCOc2ccccc2C)cc1C,21.4,2.4,0.9,6.3,0.9,5.2,0.0,0.2,2.8
COc1ccccc1OCCCCN1CCN(C(c2ccccc2)c2ccccc2)CC1,4.5,0.9,-6.9,9.3,2.8,-12.0,0.0,-0.5,-0.7
Cc1nc(C)c(-c2ccc(SCc3ccc([N+](=O)[O-])cc3)nn2)s1,4.3,0.8,0.4,-3.4,1.2,-7.2,1.0,4.5,-0.7
CC(C)c1ccc(NC(=O)Cn2nnc(C(=O)NCc3ccco3)c2N)cc1,11.9,-2.3,4.4,-4.6,1.9,-2.6,0.0,4.7,-1.6
CC(C)C(=O)Nc1ccc(NC(=O)c2ccccc2Cl)nc1,4.8,-0.7,-4.7,-1.2,0.5,5.2,0.0,-2.0,0.3
Cc1cc(C(=O)OCC(N)=O)c(C)n1-c1ccccc1,-1.4,1.0,7.3,-1.4,-1.3,0.3,2.0,-3.4,5.1
CN(C)CCN(C(=O)CCc1ccccc1)c1nc2c(F)cc(F)cc2s1,21.7,-0.8,5.0,2.1,-5.6,8.1,2.0,-3.4,-4.2
Cc1c(C(=O)O)cccc1-c1ccc(/C=C2/NC(=O)N(c3ccccc3)C2=O)o1,0.5,1.8,9.0,-12.9,0.7,-4.5,12.0,-5.3,0.0
CCOc1cc(/C=C2/NC(=O)N(CC(=O)OC)C2=O)ccc1O,2.3,0.2,5.5,10.8,-0.1,-4.5,0.0,-24.6,0.7
COc1ccccc1CNC(=O)C1CCC(CNC(=O)[C@@H]2Cc3ccccc3CN2)CC1 (stereo partly drawn),9.0,1.4,8.1,1.8,-2.1,9.0,1.0,-6.9,9.1
CCOC(=O)CSc1nnc(NC(=O)CN2CCN(C=O)CC2)s1,8.2,1.6,0.1,8.6,-1.1,11.4,0.0,2.7,-5.6

# Of the compounds above, these have a nitro group on carbon:
SMILES,VLA-4 inh,PP5 primary,GASC-1 inh,procasp3 activ,Fh CTSL1 inh,proCasp7 act,GRK2 aptamer HTS,HCV core dimer,PP1 counter
Cc1nn(CC(=O)N(C)C2(C#N)CCCCC2)c(C)c1[N+](=O)[O-],8.7,0.2,-6.5,5.8,·,8.5,1.0,·,-7.1
CN(Cc1cccs1)C(=O)Cn1cnc2cc([N+](=O)[O-])ccc2c1=O,-5.8,0.0,2.0,1.1,-3.6,10.7,0.0,0.3,-3.3
Cc1nc(C)c(-c2ccc(SCc3ccc([N+](=O)[O-])cc3)nn2)s1,4.3,0.8,0.4,-3.4,1.2,-7.2,1.0,4.5,-0.7

# Following part:
SMILES,VLA-4 inh,PP5 primary,GASC-1 inh,procasp3 activ,Fh CTSL1 inh,proCasp7 act,GRK2 aptamer HTS,HCV core dimer,PP1 counter
Cc1ccnc(NC(=O)CNC(=O)c2ccco2)c1,0.1,1.3,-1.1,-5.3,1.7,1.5,4.0,0.3,-0.7
Cc1ccc(C2=NOC(c3nnc(-c4ccccc4)o3)C2)cc1 (stereo not drawn),·,1.2,5.7,-0.6,-3.9,-4.2,·,12.0,1.4
CCCC(=O)C1=C(N2CCCC2)CC(C)(C)C(C(=O)OC)C1=O (stereo not drawn),12.0,-2.0,1.1,-9.3,1.0,1.7,0.0,-0.6,-3.4
CCSc1nc2ccccc2n1C(=O)Oc1ccccc1,-2.9,-3.1,0.6,-0.8,2.9,2.8,0.0,5.5,0.0
Cc1cc(NCCCN)nc(-c2ccccc2O)n1,4.5,4.8,-3.2,1.0,1.4,5.3,0.0,-8.2,-1.5
COc1ccc(C2=NOC(C(=O)Nc3c(C)n(C)n(-c4ccccc4)c3=O)C2)cc1OC (stereo not drawn),-14.0,2.1,-3.5,0.1,2.2,6.2,0.0,1.7,-3.9
O=c1c2cc(-c3ccccc3)sc2ncn1-n1cccc1,-10.2,-1.7,-2.0,0.9,3.9,9.7,2.0,2.1,-0.7
Cn1c2ccccc2c2cc(/C=N/NC(=O)c3cc(O)cc(O)c3)ccc21,0.6,4.2,4.1,11.7,-0.3,-1.7,11.0,15.1,2.7
C=CCn1c(SCc2ccc(Cl)cc2)nc2c1c(=O)[nH]c(=O)n2C,3.7,1.9,8.6,-9.5,-1.3,-3.8,0.0,9.5,0.9
O=C(Nc1ccc(C(F)(F)F)cc1)c1cc(-c2cccnc2)nc2ccc(Br)cc12,10.9,2.1,-38.4,1.8,-1.0,-2.0,1.0,8.8,-1.6
CC(=O)n1cc([C@H]2C=C(C(=O)NCc3ccccc3)O[C@@H](OCc3ccc(CO)cc3)C2)c2ccccc21,0.0,3.9,-1.7,-6.3,1.3,-17.0,1.0,13.9,-2.7
CCOC(=O)N1CCC(NC(=O)CCc2cn(C)c3ccccc23)CC1,0.6,2.1,143.8,-1.7,-2.1,6.5,1.0,-1.8,-3.6
C=CCOc1ccc(-c2nc3c(c(=O)[nH]c(=O)n3CCC)n2CCCC)cc1,-7.7,3.1,0.4,8.3,0.6,2.3,2.0,6.7,-3.5
CCN(C(=O)Cn1cc(C(=O)C(=O)N2CCOCC2)c2ccccc21)c1ccccc1,11.8,1.1,1.2,-2.0,-2.0,5.0,7.0,-9.3,-5.5
CC1=C(C(=O)OCc2ccccc2)C(c2ccc(N3CCOCC3)cc2)NC(=O)N1 (stereo not drawn),-14.4,-0.2,3.4,3.8,0.0,6.8,1.0,9.2,-0.6
O=C(CC1SC(=O)N(Cc2cccc3ccccc23)C1=O)Nc1nccs1 (stereo not drawn),-11.2,5.2,-4.2,-7.4,0.8,4.8,2.0,7.1,4.4
Fc1ccc(F)c(CNc2ncnc3cc(Cl)ccc23)c1,7.4,0.4,-41.4,3.1,0.4,5.6,0.0,9.0,3.7
CN(C)c1ccc(CNn2cnnc2SCc2ccccc2F)cc1,6.5,3.0,-10.9,-2.8,-0.9,0.5,2.0,-2.3,-3.0
COc1ccc(Cn2c(=S)[nH]c3cc(C(=O)NCCCN4CCOCC4)ccc3c2=O)cc1,12.0,4.6,0.6,7.9,1.0,0.6,1.0,-3.0,0.9
